IL2 activator: qHTS of IL-2 Activators | IL-2 activation reporter assay, cell-based qHTS; stimulated with anti-CD3/CD4/CD28 beads; in transgenic mouse T cells | activation, % (series mostly up to about 46 µM) | 360,000 compounds, 0.065% hits; in the data active = activation above about 50%; inconclusive = mostly about 30% to 49%; also: 0% is about no effect
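Readout: EGFP and DsRed signals by fluorescent plate cytometry. Unstimulated transgenic mouse T cells received compound 60 min before antibody-bead stimulation, then incubated 18 h at 37 degrees C.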
HEK293 tox: qHTS of GLP-1 Receptor Inverse Agonists: Cytotox Screen; HEK293 cAMP-luciferase reporter cells, luminescence, 24 h; Potency, µM (titrated, usually from 38.3 µM), for inactives: at the highest dose activity change, negative = inhibition, actives largely listed as inhibitors; 410,000 compounds, 0.13% hits;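 also: loss of luciferase light is scored as toxicity; potency is read from the fitted curve at half-maximal effect; % is scaled to controls: 0 for no effect and ±100 for the full control effect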
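Cells in DMEM/10% Nu serum/1% pen-strep, 1536-well format. Pre-incubated 12 h, dosed with 23 nL compound, incubated a further 24 h. Luciferase detection, 12 min at room temp, luminescence.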
EPAC1 antag: qHTS for Antagonist of cAMP-regulated guanine nucleotide exchange factor 3 (EPAC1): primary screen | EPAC1 GEF assay, Rap1b-BODIPY-GDP exchange fluorescence | Potency, µM (highest dose often 115 µM), for inactives: top-dose activity change, negative = inhibition, hits mostly inhibitors | Rap guanine nucleotide exchange factor 3 (Homo sapiens), O95398 | 360,000 compounds, 0.14% hits;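 also: potency is read from the fitted curve at half-maximal effect; plate controls were vehicle for no effect and positive control for full effect; nearly all actives have a fitted effect of over 50% in size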
GLP-1R agonist: qHTS of GLP-1 Receptor Agonists. Glucagon-like peptide 1 receptor (Homo sapiens), P43220. 380,000 compounds, 0.007% hits. Potency, µM (series often up to 45.6 µM), for inactives: at the top dose activation, usual class: activators. HEK293 GLP-1R CRE-luciferase, luminescence, 4-6 h; cells express a hypersensitive GLP-1R form; also: potency is read from the fitted curve at half-maximal effect; % of control where 0% means no effect
Target sequence (P43220 whole entry, looked up): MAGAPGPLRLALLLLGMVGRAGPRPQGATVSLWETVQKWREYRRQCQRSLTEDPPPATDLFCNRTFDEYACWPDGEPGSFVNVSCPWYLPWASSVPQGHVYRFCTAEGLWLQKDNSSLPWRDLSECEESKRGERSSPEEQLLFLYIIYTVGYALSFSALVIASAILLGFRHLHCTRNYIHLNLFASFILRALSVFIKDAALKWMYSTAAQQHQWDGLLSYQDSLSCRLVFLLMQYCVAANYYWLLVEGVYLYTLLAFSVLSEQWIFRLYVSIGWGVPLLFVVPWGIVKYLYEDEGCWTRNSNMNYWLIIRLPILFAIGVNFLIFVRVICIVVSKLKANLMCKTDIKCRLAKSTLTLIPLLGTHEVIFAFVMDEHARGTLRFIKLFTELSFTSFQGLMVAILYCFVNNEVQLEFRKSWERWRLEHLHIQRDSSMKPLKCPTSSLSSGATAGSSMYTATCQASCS
PTHR1 agonist: qHTS for PTHR1 Agonists: Primary Screen; Parathyroid hormone/parathyroid hormone-related peptide receptor (Homo sapiens), Q03431; HEK293 GP2 PTHR1 cells, GloSensor cAMP luminescence, 1 h; Potency, µM (titrated, usually from 115 µM), for the others: top-dose activation, usual class: activators; 410,000 compounds, 0.075% hits; also: potency is read from the fitted curve at half-maximal effect; nearly all actives have a fitted effect of over 55% in size; some results filed as inactive show a strong effect at the top dose; inactives centre near -15; many of its hits are not listed in these tables
Target sequence (Q03431 whole entry, looked up): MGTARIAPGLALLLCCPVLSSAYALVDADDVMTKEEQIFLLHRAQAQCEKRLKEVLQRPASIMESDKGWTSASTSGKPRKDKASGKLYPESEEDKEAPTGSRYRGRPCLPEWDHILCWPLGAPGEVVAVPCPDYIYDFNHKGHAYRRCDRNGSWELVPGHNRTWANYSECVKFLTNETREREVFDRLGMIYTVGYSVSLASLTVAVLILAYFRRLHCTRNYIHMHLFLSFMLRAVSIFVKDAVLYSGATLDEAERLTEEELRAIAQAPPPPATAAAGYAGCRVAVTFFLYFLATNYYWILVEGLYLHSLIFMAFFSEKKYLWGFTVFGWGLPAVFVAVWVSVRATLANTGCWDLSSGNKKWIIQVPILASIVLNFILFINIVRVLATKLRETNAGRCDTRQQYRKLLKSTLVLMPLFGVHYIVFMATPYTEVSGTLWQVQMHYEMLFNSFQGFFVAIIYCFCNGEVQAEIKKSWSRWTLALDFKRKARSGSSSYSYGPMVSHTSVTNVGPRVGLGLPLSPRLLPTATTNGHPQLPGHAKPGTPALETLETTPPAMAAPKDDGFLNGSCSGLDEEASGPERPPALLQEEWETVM
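HEK-293-derived GP2 cells expressing PTHR1 and a GloSensor cAMP reporter, 3,000/well, plated overnight, given luciferin plus IBMX (each 0.5 mM as added) for 1 h at 37 °C, then compound for 1 h at 37 °C. Luminescence was read after 15 min at room temperature.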
PI5P4K alpha inh: qHTS for Inhibitors of phosphatidylinositol 5-phosphate 4-kinase (PI5P4K); Phosphatidylinositol 5-phosphate 4-kinase type-2 alpha (Homo sapiens), P48426; PI5P4Kalpha enzyme, ADP-Glo luminescence, 60 min; stronger effect = lower value; max response, %; 330,000 compounds, 1.2% hits; active = max response of -50% or lower; inconclusive = between -30% and -50%; inactive = -30% or higher; also: value at the top dose of about 77 µM; % is scaled to controls: 0 for no effect and ±100 for the full control effect
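Single end-point luminescence (ADP-Glo) quantified ADP from PI5P4Kalpha turnover; ATP 5 microM final, 1 h at RT, 0.1% CHAPS and 0.28 mM EGTA in HEPES pH 7.4.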
EPAC1 agonist: qHTS for Agonist of cAMP-regulated guanine nucleotide exchange factor 3 (EPAC1): primary screen; 360,000 compounds, 0.073% hits; AID 720707, 2013; Potency, µM (series often up to 154 µM), inactives show at the highest dose activation, usual class: activators; Rap guanine nucleotide exchange factor 3 (Homo sapiens), O95398; EPAC1 agonist qHTS, biochemical assay; response scale: 100% = response to 6.5 mM cAMP; also: potency is read from the fitted curve at half-maximal effect; nearly all actives have a fitted effect of over 60% in size
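Compounds were pinned as a concentration titration into mixtures of EPAC1 (100 nM), BODIPY-GDP-loaded Rap1B (250 nM) and GDP (50 uM). After 5 min at room temperature, fluorescence was followed for 30 min; activity was scaled to 6.5 mM cAMP.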
PLK1 PBD inh: qHTS for Inhibitors of PLK1-PDB (polo-like kinase 1 - polo-box domain): Primary Screen; Serine/threonine-protein kinase PLK1 (Homo sapiens), P53350; Plk1 PBD binding of FITC phosphopeptide, fluorescence polarization; Potency, µM, inactives show max response, negative = inhibition, hits mostly inhibitors; 360,000 compounds, 2.8% hits; AID 720504, 2013; also: potency is read from the fitted curve at half-maximal effect; series mostly up to about 57 µM; % is scaled to controls: 0 for no effect and ±100 for the full control effect; nearly all actives have a fitted effect of over 65% in size
GLP1R inv ag: qHTS of GLP-1 Receptor Inverse Agonists (Inhibition Mode) | Glucagon-like peptide 1 receptor (Homo sapiens), P43220 | HEK293 GLP-1R CRE-luciferase, luminescence, 24 h; GLP-1R form is constitutively active | 410,000 compounds, 1.6% hits | AID 624417, 2012 | Potency, µM (series often up to 38.3 µM), without a hit: at the highest dose activity change, negative = inhibition, most hits filed as inhibitors; also: potency is read from the fitted curve at half-maximal effect; % is scaled to controls: 0 for no effect and ±100 for the full control effect; nearly all actives have a fitted effect of over 55% in size
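Seeding at 200 cells/uL, 12 h culture, 24 hr compound treatment, then luciferase reagent and a luminescence read; cells are HEK293 stably expressing a constitutively active GLP-1R plus cAMP-responsive luciferase.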
Numbers without * were called inactive; i = inactive; ? = inconclusive; . = no result given; & = joins results of further samples; [ ] = another dose, or the depositor's remark. Unless noted, calls follow the shape of the dose curve; as a rule, active = well fitted curve in the direction sought with a large enough effect; inconclusive = small, poorly fitted or top-dose-only effect, or another doubt; inactive = no such curve, though single readings can be large; an effect the other way counts as inactive or inconclusive. This is a subset; the hit share may differ from the screen's.

SMILES	IL2 activator	HEK293 tox	EPAC1 antag	GLP-1R agonist	PTHR1 agonist	PI5P4K alpha inh	EPAC1 agonist	PLK1 PBD inh	GLP1R inv ag
CN(c1ccc(OCC(=O)OCc2nnc(-c3ccccc3)o2)cc1)S(=O)(=O)c1ccc(Cl)cc1	-2.3	22%	7%	-3%	i	-12	11%	2%	15%
Cc1scc(C(=O)NNC(=S)NCc2ccccc2)c1C	0.3	-2%	-23%	0%	-12%	2	-1%	-6%	-6%
CCCCC1Cc2[nH]c(=S)[nH]c(=O)c2C(c2ccc3ccccc3c2)O1 (configuration not stated)	-0.3	-12%	-26%	3%	12%	-18	0%	-14%	22%
CN(C)C(=O)c1cccc(-c2ccc3nncn3c2)c1	0.5	8%	3%	-3%	i	9	-6%	3%	4%
Cc1ccc(C(=O)NC(=S)NCCCN2CCOCC2)cc1	5.0	4%	19%	16%	i	3	-3%	0%	12%
COc1ccc(C(=O)C[C@@H]2OC[C@H](C(C)C)N2S(=O)(=O)c2ccc(C)cc2)cc1OC	0.0	-4%	-10%	.	-37%[inhibitor]	2	4%	7%	-10%
COCCNC(=O)c1ccc(CSCc2cccc(Cl)c2)o1	0.8	-14%	8%	2%	-6%	7	10%	-10%	?
CCN1Cc2ccccc2-c2ccccc2S1(=O)=O	0.1	-10%	-8%	5%	-14%	0	-15%	-8%	3%
CC(O)CNCc1cccc2ccccc12 (configuration not stated)	-0.4	-8%	1%	-3%	i	-3	-4%	-7%	-19%
Cc1ccc(NC(=S)N2CCCC2)cc1C	-3.4	0%	?	2%	i	-2	-1%	-11%	24%
Cc1ccccc1C(=O)Nc1ccccc1C(=O)NCC(C)C	-0.7	-2%	22%	-1%	-4%	-11	-2%	4%	?
O=C(NCc1ccccn1)c1ccc(NC(=O)c2ccco2)cc1	0.4	-8%	6%	0%	i	-9	7%	-6%	0%
Cc1ccc(C(C)C)c(OCC(=O)Nc2ccc(N3CCOCC3)cc2N2CCOCC2)c1	1.2	-3%	-3%	3%	-48%	1	5%	-7%	-2%
COc1cccc(NC(=O)CCC2CCN(C(=O)c3cccc(NC(C)=O)c3)CC2)c1	-1.3	-1%	2%	-9%	2%	-3	2%	4%	21%
CC[C@]12c3[nH]c4ccc(Cl)cc4c3CCN1C(=O)[C@@H](CC(=O)NC/C=C(\C)CCC=C(C)C)C[C@@H]2C(=O)N1CCN(C(=O)c2ccco2)CC1	-0.7	?	-12%	-1%	i	4	-14%	7%	?
Cc1ccc2c(c1)N(C(=O)CCC(=O)NCC(C)c1ccccc1)CC(C)O2 (configuration not stated)	0.1	1%	-12%	7%	-10%	-7	3%	-7%	?
Cc1cccc[n+]1C1C(c2ccc([N+](=O)[O-])cc2)C(C#N)=C(C(=C=[N-])C#N)NC1(O)C1CC1 (configuration not stated)	3.3	8%	-15%	-12%	i	-28	-12%	-6%	15%
Cc1ccc(SCc2nc3ccccc3[nH]2)cc1	-3.1	2%	6%	-6%	-30%	.	3%	-3%	-7%
CCc1ccccc1N(CC(=O)NC1CCCCC1)C(=O)CCCC(=O)Nc1ccccn1	-0.2	-1%	7%	0%	i	-8	7%	2%	-19%
C/C(=N\NC(=O)c1ccccc1F)c1ccc2c(c1)Nc1ccccc1S2	3.2	42%[activator]	-2%	6%	-41%[inhibitor]	8	-21%	13%	-17%
COc1ccccc1CNC(=O)COc1ccc2c(c1)CCC2	-0.9	5%	7%	-1%	-6%	4	-7%	-9%	-17%
CCOC(=O)C(NC(=O)c1ccccc1)=C(C)C	-2.0	-17%	16%	-3%	i	.	0%	-2%	0%
Cc1ccc(OCC(=O)N/N=C/c2cn(C)c3ccccc23)cc1	0.4	10%	-14%	9%	-16%	5	-2%	7%	16%
CC1CCN(c2ccc3c(c2)S(=O)(=O)c2cccc(C(=O)NCc4ccc(F)cc4)c2C3=O)CC1	27	2%	80%[activator]	-2%	-13%	10	-147%[inhibitor]	84µM*	-1%
Cn1c(CNC(=O)c2ccccc2F)nnc1SCc1ccc(Cl)cc1	-1.9	-7%	4%	7%	i	-10	-10%	-4%	?
Cn1cnnc1SCC(=O)Nc1ccc(F)cc1F	-0.6	13%	2%	7%	-55%[inhibitor]	-1	0%	-1%	14%
Cc1c(Cc2ccccc2)c(=O)oc2c(C)c(OCC(=O)NCc3ccccn3)ccc12	-3.7	-1%	-17%	-2%	-20%	0	0%	-13%	20%
O=C(Nc1cccc(Oc2ccc(C(=O)O)c(C(=O)O)c2)c1)c1ccc(-c2ccccc2)cc1	0.1	2%	?	-1%	i	?	-6%	19µM*	?
CCCS(=O)(=O)N1CCC(C(=O)NCc2ccco2)CC1	1.7	-12%	-24%	-8%	-5%[57.5 µM]	-1	15%	-8%	11%
COc1cccc(NC(=O)N2CCCC2C(=O)NCc2ccco2)c1 (configuration not stated)	0.0	4%	-25%	8%	0%	7	0%	-5%	0%
CSc1ccccc1OCc1cc(C(=O)NC(C)CCn2cccn2)no1 (configuration not stated)	-2.7	-13%	-6%	4%	-16%	5	-4%	-1%	?
O=C(COc1ccc(F)cc1Cl)N1CCN(C(=O)c2cccs2)CC1	-6.0	-13%	12%	0%	i	-1	5%	1%	1%
COc1ccc(C2(c3ccc(OC)cc3)NC(=O)N(CC(=O)NC3(C#N)CCCCC3)C2=O)cc1	0.5	1%	10%	-9%	-16%	0	8%	-6%	?
OCC1(Cc2cccc(Cl)c2)CCCN(Cc2cn[nH]c2C2CCCCC2)C1 (configuration not stated)	1.2	-16%	-3%	5%	0%	3	-4%	-11%	?
O=C(COC(=O)Cc1ccc(Br)cc1)NCc1cccs1	-0.8	-1%	-11%	0%	i	0	-4%	0%	-3%
CN1C(=O)c2ccccc2Sc2ccc(C(=O)O)cc21	-2.4	7%	-1%	-1%	i	?	-1%	4%	44%[activator]
Cc1ccc(-c2cc(C(F)F)nc(NCc3cccs3)n2)cc1	0.0	10%	2%	7%	-2%	23	-15%	-1%	1%
Cc1cc(C)c(NC(=O)c2ccc3c(c2)NC(=O)C(C)S3)c(C)c1 (configuration not stated)	0.0	-1%	-4%	3%	-14%	-2	-1%	-4%	?
Cc1cnc(NC(=O)CSc2nnc(CNc3ccc(F)cc3)n2CC2CCCO2)s1 (configuration not stated)	-0.3	-17%	0%	-3%	i	-1	4%	-12%	-14%
CN(C)S(=O)(=O)Nc1cccc(Br)c1	2.6	0%	-15%	4%	i	1	-11%	-11%	-15%
Cc1ccc(Nc2c(-c3ccc(N4CCOCC4)cc3)nc3ncccn23)cc1	0.6	9%&4%	-10%	2%	-19%	0	-3%	-11%	3%&1%
NC(=O)CSc1oc(-c2ccc(F)cc2)nc1S(=O)(=O)c1ccccc1	-0.6	14%	5%	6%	2%[57.5 µM]	-6	3%	-11%	0%
CC(=O)Nc1cc(ON=C(C)C)cc([N+](=O)[O-])c1	-2.3	13%	-15%	0%	i	-2	-8%	-2%	8%
N#CC1=C2SCC(O)(c3ccccc3)N2C(=O)CC1c1ccccc1F (configuration not stated)	1.0	-29%	?	2%	-4%[57.5 µM]	-1	1%	-5%	-25%
COc1ccccc1Cc1c(-c2ccco2)nc2c(C)cc(Br)cn12	-0.7	?	?	-5%	-7%	-78*	-1%	12µM*	?
COc1ccc2nc(C)cc(Nc3ccc(N4CCOCC4)cc3)c2c1	-3.8	?	7%	-1%	0%[57.5 µM]	.	5%	-5%	?
Cc1ccccc1-c1noc(C(C)NC(=O)c2ccco2)n1 (configuration not stated)	0.5	-12%&-2%	-3%	7%	i	-3	4%	-6%	-13%&-4%
CCOC(=O)[C@]12CCC=C1N(Cc1ccc(Cl)cc1Cl)C(=O)[C@H](CC(=O)N1CCN(C(=O)c3ccco3)CC1)C2	1.7	3%	-7%	1%	i	7	-2%	-8%	?
CCCc1nc(N)c(C#N)c(-c2cccnc2)c1CC	-3.0	-11%	-5%	8%	-29%	0	-7%	2%	-3%
O=C(O)c1ccc(-c2ccccc2Cl)o1	-0.5	6%	-6%	0%	i	-14	13%	-10%	11%
CCOC(=O)Cn1c(=O)c2c(nc3n2CCS3)n(C)c1=O	-0.4	2%	0%	-7%	i	.	1%	-2%	29%
O=C(Cc1cccc(C(F)(F)F)c1)Nc1ccccc1	-1.0	12%	0%	10%	-22%	12	2%	24µM*	?
O=C(O)c1c(-c2ccccc2)oc2ccc(O)cc12	0.7	5%	-3%	-1%	-23%	5	-4%	5%	-3%
C[C@H](CO)N1C[C@H](C)[C@H](CN(C)C(=O)c2ccncc2)OCc2cnnn2CCCC1=O	-2.4	5%	8%	-3%	-21%	-3	14%	-10%	4%
C=CCn1c(Cc2nc3ccc(Cl)cc3[nH]2)n[nH]c1=S	-0.1	11%	-9%	-14%	-12%	?	1%	-25%	52%[activator]
Cc1cc(C)c(NC(N)=S)c(C)c1	2.6	-5%	-10%	4%	i	1	-1%	-4%	15%

Compound activity (PubChem)
